Source: PubChem BioAssay (several laboratories)
MRP1 act = H69AR viability gain despite doxorubicin, primary screen, MRP-1 activator project, H69AR cells, CellTiter-Glo | viability increase, % at 10 µM | 140,000 compounds, 0.61% hits | viability rescue;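 active = viability gain under doxorubicin at or above a set limit, the compound median plus 3 SD, cut at about 4.7% in these data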;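 also: MRP-1 overexpressing cells given doxorubicin 25 µM after compound pretreatment; 18-22 h compound pretreatment then 72 h with doxorubicin before readout; 0% = doxorubicin-only wells and 100% = vehicle-treated cells without doxorubicin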
NPY-Y2 antag = NPY-Y2 receptor antagonists, primary screen, cell-based; inhibition, % at 2.7 µM; 140,000 compounds, 0.99% hits; Neuropeptide Y receptor type 2 (Homo sapiens), P49146; AID 793, 2007; NPY-Y2 expressing cells, antagonist mode; in the data active = inhibition above about 17%;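 also: 0% = vehicle with agonist challenge and 100% = reference antagonist with challenge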
Target sequence (P49146 whole entry, looked up): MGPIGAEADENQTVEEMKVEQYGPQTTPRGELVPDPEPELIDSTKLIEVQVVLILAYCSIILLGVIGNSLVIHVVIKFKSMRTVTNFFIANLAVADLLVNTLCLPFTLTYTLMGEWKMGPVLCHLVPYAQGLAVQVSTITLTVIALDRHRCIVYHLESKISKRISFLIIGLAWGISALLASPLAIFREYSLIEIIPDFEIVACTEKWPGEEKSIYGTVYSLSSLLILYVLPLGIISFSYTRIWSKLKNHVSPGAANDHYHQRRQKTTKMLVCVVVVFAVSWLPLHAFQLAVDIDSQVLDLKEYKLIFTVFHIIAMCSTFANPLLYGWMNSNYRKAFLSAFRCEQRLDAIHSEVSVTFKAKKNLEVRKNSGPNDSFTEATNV
E-sel TNF inh = E-selectin induction blockers in HUVEC – imaging, immunofluorescence, high content, primary screen; HUVEC TNFa-induced E-selectin immunofluorescence; inhibition, % at 2 µM; 120,000 compounds, 0.71% hits; AID 1246, 2008;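 active = inhibition above the batch mean plus 3 SD, and confirmed as a hit on visual image review, cut at about 43% in these data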;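 also: 0% = TNF-stimulated DMSO wells and 100% = unstimulated control wells; not every result past the cut was called active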
Measles CPE = compounds protecting cells from measles virus cytopathic effect, primary screen, measles RdRp inhibitor project, single point, MLSMR library, absorbance | 140,000 compounds, 1.5% hits | protection (pct of control), % at 4 µM | Measles virus-infected cells, CPE protection | AID 841, 2007; in the data active = protection mostly above about 24%, no sharp cut-off; inactive = mostly below about 26%; also: some compounds called inactive have numbers as strong as hits
BB579 growth dn = growth inhibitors of yeast BB579 in restrictive medium, primary screen, yeast lifespan-shortening project, S. cerevisiae | 140,000 compounds, 0.51% hits | OD615, 48 h | inhibition, % at 10 µM | AID 804, 2007;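 active = inhibition above a set limit, 3 SD over the mean compound inhibition, cut at about 44% in these data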; also: inactives centre near -24
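System: DeaD yeast strain BB579; buffer or medium: CSMM-D dextrose restrictive medium; technique: OD at 615 nm; schedule: 4 h cell preincubation, 48 h compound exposure, 30 °C humidified; doses: single 10 µM dose; controls: amphotericin B 10 µg/mL, positive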
Phagocytosis inh = inhibitors of macrophage phagocytosis, primary screen, imaging, J774A.1 cells, IgG beads. J774A.1 macrophage IgG-bead phagocytosis. inhibition, % at 5 µM. 110,000 compounds, 0.07% hits. AID 1029, 2008;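 active = inhibition above the mean of the plate negative controls plus 5 SD, cut at about 13% in these data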;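 also: phagocytic index as fraction of beads internalized from green versus red external bead signal; plate controls were DMSO negative control for no effect and cytochalasin-D positive control for full effect; some results beyond the cut were filed as inactive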
GALR2 antag = GALR2 antagonists in receptor-expressing cells, primary screen. antagonist mode. Galanin receptor type 2 (Homo sapiens), O43603. 140,000 compounds, 0.39% hits. inhibition, % at 4 µM; in the data active = inhibition above about 27%;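 also: cells stimulated with galanin 1-16 at roughly its EC80; 0% = agonist challenge control and 100% = basal control without agonist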
Target sequence (O43603 whole entry, looked up): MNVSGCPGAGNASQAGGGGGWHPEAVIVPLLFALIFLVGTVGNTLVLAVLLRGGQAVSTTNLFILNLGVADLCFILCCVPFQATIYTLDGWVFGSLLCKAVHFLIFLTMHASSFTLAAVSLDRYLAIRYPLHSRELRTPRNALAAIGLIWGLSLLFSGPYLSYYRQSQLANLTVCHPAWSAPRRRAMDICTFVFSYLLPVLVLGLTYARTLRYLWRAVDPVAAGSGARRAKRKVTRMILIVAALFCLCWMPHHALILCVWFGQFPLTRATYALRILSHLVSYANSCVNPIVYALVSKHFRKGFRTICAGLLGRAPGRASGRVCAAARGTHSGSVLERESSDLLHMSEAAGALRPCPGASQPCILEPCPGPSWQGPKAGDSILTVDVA
Yeast lifespan up = compounds extending yeast replicative lifespan, primary screen, S. cerevisiae, OD615; S. cerevisiae growth with nicotinamide; deaD strain in restrictive glucose medium; inhibition of the nicotinamide effect, % at 10 µM; 130,000 compounds, 0.68% hits; AID 775, 2007;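 active = inhibition above a set limit, placed 3 SD over the median of all compounds, cut at about 26% in these data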;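 also: 0% = nicotinamide-treated wells and 100% = cells grown without nicotinamide; some compounds called inactive have numbers as strong as hits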
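Assay system: engineered S. cerevisiae DeaD replicative-lifespan strain, galactose-grown log-phase cells; medium: restrictive CSMM-D dextrose medium; also added: nicotinamide, 1.5 mM, co-present with compound; schedule: 48 h compound exposure at 30 °C, humidified; detection: absorbance at 615 nm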
bCat KO growth = primary screen for growth suppressors in beta-catenin knockout HCT116 cells (colon tumor, human) | AID 818, 2007 | HCT116 beta-catenin knockout viability, CellTiter-Glo, 60 h; hits give low values | viability, % at 10 µM | 140,000 compounds, 1.5% hits;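 active = viability at or under a set limit, the compound median less 4 SD, cut at about 6% in these data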;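 also: 0% = Hyamine 1622 control at 20 µM and 100% = untreated cell control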
HCT116 PTEN-null = growth suppression of PTEN-null HCT116, primary screen, cell-based, CellTiter-Glo | HCT116 PTEN-null viability, 60 h; hits give low values | AID 827, 2007 | viability, % at 10 µM | 140,000 compounds, 1.2% hits;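 active = viability at or below a set limit, 4 SD under the median of all tested compounds, cut at about 3.7% in these data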;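 also: PTEN knockout HCT116 line with beta catenin targeted HCT116 as companion control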
An asterisk follows results filed as active; x = not tested or not shown. Not a hit list (roughly 6.4% active in at least one column).

Molecule	NPY-Y2 antag	E-sel TNF inh	HCT116 PTEN-null	MRP1 act	bCat KO growth	GALR2 antag	Yeast lifespan up	Measles CPE	Phagocytosis inh	BB579 growth dn
CCOC(=O)c1c(C)[nH]c(C(=O)OC/C(O)=C(\C#N)c2nc3ccccc3[nH]2)c1C	6	x	79	-4.0	87	-15	-6	17	0	-24
Cc1ccc(S(=O)(=O)NCCC(=O)Nc2nnc(C)s2)cc1	1	-32	96	0.2	87	4	5	14	-1	-41
O=C(Nc1ccc(-c2nc3ccccc3[nH]2)cc1)C1CCCO1 (stereo unspecified)	4	6	53	-1.6	55	4	-2	10	2	-81
CC(=O)Nc1ccc(NC(=O)C(Cc2ccccc2)NC(=O)C2CCCCC2)cc1 (stereo unspecified)	3	21	92	-1.9	93	-7	-3	9	-9	-32
Cc1noc(NS(=O)(=O)c2ccc(NC(=O)c3cnc4n(c3=O)CCS4)cc2)c1C	1	1	94	-2.0	94	6	x	13	x	-15
CCCC(=O)N(c1ccc(F)cc1)C1C=CS(=O)(=O)C1 (stereo unspecified)	1	-6	99	0.5	110	-4	-11	20	x	-21
O=C(Nc1ccc(Cl)cc1)C1CC=CCC1C(=O)OCC(F)(F)C(F)F (stereo unspecified)	3	7	106	0.9	101	2	6	15	1	-45
O=C(NCc1ccc2c(c1)OCO2)C12CN(Cc3ccccc3)CC1C(c1cccc([N+](=O)[O-])c1)=NO2 (stereo unspecified)	2	x	91	-0.8	93	-4	-9	16	0	-17
N=c1c2c(n(Cc3ccc(Br)cc3)c3c1CCC3)CCCC2	6	x	7	-2.5	7	6	4	5	x	6
O=C(c1ccco1)N1CCN(C(=O)c2ccc(Cn3cc(Br)cn3)o2)CC1	-1	1	91	0.1	87	-10	1	0	0	-21
COC(=O)c1cc2sc(Cl)cc2n1CC(=O)Nc1cccc(SC)c1	9	65*	70	2.0	70	1	-11	14	-2	-36
O=c1[nH]c(CN2CCN(S(=O)(=O)c3ccccc3C(F)(F)F)CC2)nc2sc3c(c12)CCCC3	1	x	91	-1.4	89	-8	-3	19	-6	-20
Cc1ccc(NC(=O)CCCCCN2C(=O)c3ccccc3C2=O)nc1	3	4	87	2.1	94	10	5	5	-9	-39
CC1CCN(c2c(NCc3ccc(C(=O)N4CCN(C5CCCCC5)CC4)cc3)c(=O)c2=O)CC1	0	35	100	-0.3	86	0	5	8	x	1
O=C(CN1C(=O)c2ccccc2S1(=O)=O)c1ccccc1	0	x	97	-2.1	95	-6	x	18	-1	-32
CCCn1c(/N=C/c2ccccc2O)nc2ccccc21	2	-10	95	-1.9	94	11	9	4	x	-15
Cn1c(SCC(=O)N2CCCc3ccccc32)nc2ccccc2c1=O	11	-2	44	-4.7	44	8	x	11	x	-34
Fc1cccc(NC(=S)NCC(c2cccnc2)N2CCOCC2)c1 (stereo unspecified)	1	-16	94	-3.3	85	-3	5	18	-11	-44
CN(C)c1nc(SCc2ccc(Cl)cc2)nc2c1CCCC2	6	-6	72	2.6	83	-2	-29	7	-1	-19
Cc1cccc(-n2c3nc(=O)[nH]c(=O)c-3cc3c(C)nn(-c4ccccc4)c32)c1C	0	x	93	1.8	93	-7	-4	1	x	17
c1ccc(Nc2nc(-c3ccncc3)cs2)cc1	-11	10	66	-1.5	66	18	x	19	x	-22
O=S(=O)(N=S(N1CCCCC1)N1CCCCC1)c1ccccc1	-1	x	95	-2.3	92	5	-7	12	0	-25
C(=N/N1CCN(c2ccccc2)CC1)/c1cccs1	2	-24	100	0.6	96	0	-7	4	0	-25
Cc1ccc(OCc2nnc(SCC(=O)Nc3sc(C)c(C)c3C#N)n2C)cc1	9	-37	34	-1.8	73	3	-5	5	0	-39
Cc1nc2ccccc2c(-c2ccccc2)c1C(=O)c1ccccc1	9	-3	71	-2.0	73	0	1	5	-1	5
CN1/C(=C\C(=O)c2cccc(S(=O)(=O)N3CCCCC3)c2)C(C)(C)c2ccccc21	3	13	46	-0.3	43	1	3	4	-7	-13
CCc1ccc(N(CC)c2ncnc3nc[nH]c23)cc1	1	-22	83	-4.5	87	26	-2	24	0	-23
CCOc1ccc(C(=O)NCC(c2cccs2)N(C)C)cc1 (stereo unspecified)	2	-24	94	-2.3	96	12	19	6	-2	-40
O=C(NNC1=Nc2cccc3cccc1c23)c1ccccc1Br	3	-9	15	-0.8	27	-2	38*	6	-13	-35
Cc1cc(-c2ccccc2)c2c3c(cn2n1)c(=O)n(C)c(=O)n3C	5	-28	91	-2.7	89	1	-6	3	-1	27
COc1ccc(NC(=O)CCC(=O)N/N=C/c2ccc([N+](=O)[O-])s2)cc1	-3	x	1.1*	-7.0	1.4*	1	-1	11	-7	-19
COc1cc(C2C(C#N)=C(C)NC3=C2C(=O)CC(C)(C)C3)ccc1O (stereo unspecified)	2	-12	102	-0.7	97	-4	-11	27	0	-28
COc1cccc(C(=O)Nc2nnc(C3CCCO3)s2)c1 (stereo unspecified)	0	-17	86	-2.6	92	0	-12	4	-1	-7
Cc1ccc(S(=O)(=O)N2CCCCC2)cc1NC(=O)c1ccc2c(=O)n3c(nc2c1)CCCCC3	2	x	50	-3.4	60	-8	5	7	x	-19
O=[N+]([O-])c1cc(/C=N/Nc2nc(N3CCOCC3)nc(N3CCOCC3)n2)ccc1Cl	8	x	98	0.1	94	-2	-3	13	-6	-13
Cc1ccc(/C=N\NC(=O)c2cncc(Br)c2)o1	1	6	104	-1.9	106	-5	4	4	-4	-52
Cc1ccccc1OCC(O)CN (stereo unspecified)	3	-8	102	-1.1	100	2	-3	18	0	-32
CCOC(=O)C1CCCN(C(=O)c2cn(C)c3ccc(S(=O)(=O)N4CCCC4)cc3c2=O)C1 (stereo unspecified)	2	-17	110	-1.3	94	8	-5	36	1	-75
CCCOC(=O)Cn1c(=O)c2cc3c(=O)n(CC(=O)OCCC)c(=O)c3cc2c1=O	0	1	108	-1.6	96	-2	-6	14	3	-33
CCOC(=O)c1c(C)oc2ccc(OCC(=O)N(CC)CC)cc12	5	6	94	-3.0	96	14	-25	27	-1	-28
Cc1ccc(NC(=O)c2cc(NC(=O)c3ccco3)ccc2N2CCCCC2)cc1	5	36	75	-1.6	70	4	-5	2	-1	-34
c1ccc(-c2nc(NCCCn3ccnc3)c3oc4ccccc4c3n2)cc1	0	7	26	-5.3	25	9	-5	8	x	11
CCCCc1nc(NCCNC(=O)c2ccco2)c(C#N)c2c1CSC(C)(C)C2	4	17	57	-3.4	58	-17	-21	12	1	-61
Clc1cc(Cl)cc(CSc2nnc(-c3sccc3-n3cccc3)o2)c1	0	x	84	-1.1	85	1	-2	15	x	-16
CCOC(=O)CN1CC23C=CC(O2)C(C(=O)Nc2ccc(F)c(C)c2)C3C1=O (stereo unspecified)	6	16	99	-3.2	90	-24	-2	11	-4	-29
Cc1cccc(NC(=O)CSc2nnc(-c3ccccc3Br)o2)c1C	5	x	96	-1.4	96	7	1	6	-1	18
O=C(Nc1ccc(Oc2nnc(-c3ccccc3)c3ccccc23)cc1)c1ccccc1	0	x	64	0.4	77	-6	4	14	-5	-30
CN(C)CCCOC(=O)COc1ccc(C(C)(C)C)cc1	3	x	92	0.4	94	-4	-2	25*	-3	7
O=C(NC(=S)NCCOCc1ccc(Cl)cc1)c1cccnc1	-1	-4	90	-2.0	79	-7	-7	1	4	-5
CC(C)(C)OC(=O)N1CCC(C(=O)N2CCC[C@H]2C(=O)O)CC1	-1	x	101	-0.8	91	-5	-4	9	-2	-13
CC1(C)C2CCC1(CS(=O)(=O)Nc1ccc(S(=O)(=O)N3CCCCC3)cc1)C(=O)C2 (stereo unspecified)	0	x	93	-1.3	94	6	-3	11	-4	-27
CCCS(=O)(=O)N1CCCC(C(=O)NC2CCCC(C)C2C)C1 (stereo unspecified)	3	2	99	-2.8	89	3	-24	6	-1	-3
Cc1ccc(Cl)cc1NC(=O)CCn1cccc1	-1	x	82	-3.0	76	-4	-20	3	2	-8
Cc1ccc(-c2nsc3c(N4CCC(C(N)=O)CC4)ncnc23)cc1	2	7	99	-4.1	99	7	-19	19	-1	-54
O=C1CC(c2ccccc2)CC(O)=C1C=NC1CCCC1 (stereo unspecified)	1	-35	97	-0.7	92	-7	-4	15	0	-44
Cc1nn(Cc2ccc(Cl)cc2)c(C)c1N	2	-10	93	-2.8	96	9	x	15	x	-38
Cc1cccc(OCCNC(=O)c2cncc(Br)c2)c1	4	-7	88	-1.9	93	-8	-7	6	-1	-21
O=C(Cn1c(=O)oc2cc(S(=O)(=O)N3CCCCC3)ccc21)N1CCc2ccccc2C1	-1	x	76	-0.9	82	5	-9	5	0	-57
CCOC(=O)c1c(C)nn(Cc2cccc(Cl)c2)c1N	5	x	93	-1.5	92	-4	0	14	1	-86
CCc1cccc(CC)c1NC(=O)C1CN(S(=O)(=O)c2ccccc2)CCN1S(=O)(=O)c1ccccc1 (stereo unspecified)	1	-31	75	-2.9	79	1	7	9	-17	-29

The listing continues.
Molecule	NPY-Y2 antag	E-sel TNF inh	HCT116 PTEN-null	MRP1 act	bCat KO growth	GALR2 antag	Yeast lifespan up	Measles CPE	Phagocytosis inh	BB579 growth dn
O=C(CSc1nc2ccsc2c(=O)n1-c1ccccc1)N1CCCC1	2	x	103	-0.5	88	13	-6	3	0	-12
CCN(c1ccccc1)c1nc2ccsc2c(=O)s1	8	20	69	-0.5	80	-3	-14	18	-1	-24
O=C(CSc1nnc(COc2ccccc2F)n1-c1ccccc1)NC1CCS(=O)(=O)C1 (stereo unspecified)	2	-30	91	-1.2	95	6	2	30	-1	-11
COc1ccccc1C/C(N)=N/OC(=O)c1ccc(C)c([N+](=O)[O-])c1	3	-30	87	-4.3	87	0	-23	4	x	0
O=C(O)C1CC=CCC1C(=O)Nc1cccc(F)c1 (stereo unspecified)	3	7	98	-2.2	98	-5	2	8	-5	-36
CC12CC3CC(C)(C1)CC(C(=O)NC(=S)N1CCCCC1)(C3)C2	6	-23	64	-1.2	69	-12	-3	1	x	-17
O=C(O)c1ccc(CSc2nc(-c3ccc(Cl)cc3)cc(C(F)(F)F)n2)cc1	6	-15	79	-1.1	82	-10	-9	2	-1	-9
